RAD54 inh = inhibitors of human RAD54 branch migration, primary screen, biochemical, fluorescence, single point; RAD54 Holliday junction branch migration, FAM/BHQ fluorescence; inhibition, % at 10.4 µM; 0.14% of 360,000 active;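 active = mean normalized replicate activity at least 40 and at least half of replicates scoring 40 or more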;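 note: 0% = median of neutral control wells and 100% = median of positive control wells; inhibitors cause a drop in the FAM fluorescence signal; in these data hits start at about 50%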
F508del corr = F508del CFTR correction, initial screen, CFBE line, single point; activity (quench increase), % at 7.58 µM; CFBE cells, YFP halide quenching; stimulated with forskolin plus potentiator P3; % fluorescence drop versus neutral controls; 0.36% of 350,000 active;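 active = mean added fluorescence quench of at least 8% versus neutral control, with both replicates also reaching 8%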;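 note: cells transiently co-express mutant CFTR-F508del with the halide-sensitive YFP; corrector assay measuring rescue of mutant channel to the surface after 24 h compound exposure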
ARNT TACC3 PPI = disruptors of ARNT/TACC3 protein interaction, primary screen, biochemical, AlphaScreen, single concentration; inhibition, % at 9.99 µM; 0.66% of 390,000 active; AID 623870, 2012; Transforming acidic coiled-coil-containing protein 3 (Homo sapiens), Q9Y6A5; AlphaScreen His-ARNT PAS-B/GST-TACC3 binding, luminescence; TACC3 fragment carries E629A point mutation;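 active = mean inhibition of replicates at least 50% and at least half of replicates each reaching 50%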;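 note: 0% = complete ARNT plus TACC3 wells and 100% = ARNT alone without TACC3; many hits fall short of the cut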
ERAP1 HTS inh = human ERAP1 aminopeptidase inhibitors, primary screen, biochemical, single point, plate reader; Endoplasmic reticulum aminopeptidase 1 (Homo sapiens), Q9NZ08; recombinant ERAP1, Leu-AMC fluorescence, 60 min; inhibition, % at 10.7 µM; 0.15% of 340,000 active; AID 652197, 2013;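 active = mean replicate inhibition of at least 30%, or all replicates individually reaching that 30% level; inactive = mean below 30% and not every replicate reaching it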;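 note: 0% = neutral control wells and 100% = L-leucinethiol positive control wells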
Target sequence (Q9NZ08 whole entry, looked up): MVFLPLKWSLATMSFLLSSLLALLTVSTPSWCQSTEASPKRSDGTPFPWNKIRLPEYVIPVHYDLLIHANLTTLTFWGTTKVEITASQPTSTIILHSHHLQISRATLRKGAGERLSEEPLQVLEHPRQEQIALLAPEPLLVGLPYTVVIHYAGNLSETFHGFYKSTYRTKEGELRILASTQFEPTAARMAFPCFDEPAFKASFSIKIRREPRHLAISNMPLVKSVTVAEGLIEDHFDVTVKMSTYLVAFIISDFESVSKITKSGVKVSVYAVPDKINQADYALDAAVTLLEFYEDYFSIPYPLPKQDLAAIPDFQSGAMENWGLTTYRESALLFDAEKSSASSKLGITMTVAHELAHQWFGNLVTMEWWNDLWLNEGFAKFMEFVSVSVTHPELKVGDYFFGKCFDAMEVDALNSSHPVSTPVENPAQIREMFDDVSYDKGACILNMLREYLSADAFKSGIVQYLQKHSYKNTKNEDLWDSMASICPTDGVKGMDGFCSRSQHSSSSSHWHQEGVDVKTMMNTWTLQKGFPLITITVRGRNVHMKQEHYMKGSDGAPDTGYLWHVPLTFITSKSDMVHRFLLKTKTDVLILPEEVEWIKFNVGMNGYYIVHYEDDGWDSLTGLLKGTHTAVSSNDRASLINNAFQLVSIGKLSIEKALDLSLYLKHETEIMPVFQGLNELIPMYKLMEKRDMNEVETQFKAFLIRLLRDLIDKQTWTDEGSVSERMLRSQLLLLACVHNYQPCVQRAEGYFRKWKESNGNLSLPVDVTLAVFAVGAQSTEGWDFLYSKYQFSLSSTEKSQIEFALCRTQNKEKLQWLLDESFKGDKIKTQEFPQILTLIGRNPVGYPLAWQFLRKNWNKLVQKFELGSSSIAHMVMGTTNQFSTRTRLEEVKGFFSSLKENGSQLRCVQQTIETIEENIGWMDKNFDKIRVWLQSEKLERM
XiGFP reactiv = activators of inactive X chromosome reactivation, primary screen, imaging, XiGFP fibroblasts, GFP high-content imaging, set 2; XiGFP mouse fibroblasts, % GFP-positive cells imaging, 3 d; cells co-treated with 5-aza-dC sensitizer; scaled so ellipticine positive control = 100%; activation, % at 7.58 µM; 0.055% of 360,000 active; AID 743238, 2013;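 active = mean normalized replicate activation at least 10% and every replicate at or above 10%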;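 note: 0% = median of on-plate neutral control wells and 100% = ellipticine 6 µM median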
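System: SV40-immortalized XiGFP fibroblast cells, line 68-5-11 / Incubation: 3-day compound exposure, then 15 min fixation at room temperature / Compound: single concentration per compound, delivered by pin transfer / Buffer or medium: DMEM plus 5-aza-dC sensitizer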
esBAF inh = Bmi1 luciferase reporter increase in mESCs, primary screen, esBAF inhibitor project, mouse ES cells, Bmi1 luciferase knock-in, single point; 24 h; 100% = twice the neutral-well signal; reporter increase, % at 12.5 µM; 2% of 350,000 active; AID 602393, 2012; in the data active = activation above about 40%;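 note: 0% = median of the plate's neutral control wells and 100% = double that signal; a rise in the Bmi1 reporter signal indicates esBAF inhibition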
RAD52 anneal inh = RAD52 DNA annealing inhibitors, primary screen, biochemical, FRET, single point, set 2. DNA repair protein RAD52 homolog (Homo sapiens), P43351. 0.46% of 360,000 active. AID 651710, 2012. recombinant RAD52 DNA annealing, FRET fluorescence. inhibition, % at 18.7 µM;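 active = every replicate showing at least 50% inhibition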
GSIS activator = GLuc luminescence reporter in INS-1E cells, primary screen for activators of glucose-dependent secretion of insulin | 0.61% of 370,000 active | INS-1E GLuc reporter insulin secretion, 2-3 h | activation, % at 16.6 µM;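 active = lowest replicate activation of at least 40%, so every replicate reaches that level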;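 note: 0% = median of neutral control wells and 100% = median of IBMX positive control wells; some compounds called inactive have numbers as strong as hits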
An asterisk follows results filed as active; . = not tested or not shown; & = joins results of further samples.

cpd	compound	RAD54 inh	F508del corr	ARNT TACC3 PPI	ERAP1 HTS inh
1	CC(C)c1ccc(C(O)P(=O)(OC2CCCCC2)OC2CCCCC2)cc1 (stereo not given)	3	-1.2	.	0
2	CCCCn1nc(C(=O)NC2=NCCS2)c2ccccc2c1=O	-2	.	1	-5
3	O=C(COc1ccccc1F)NCc1nc2ccccc2[nH]1	5	0.0	.	-4
4	CO[C@H]1CN(C)C(=O)c2ccc(NS(=O)(=O)c3ccc(-c4ccccc4)cc3)cc2OC[C@H](C)NC[C@@H]1C	.	0.2	.	-2
5	C[C@@H]1CN([C@H](C)CO)C(=O)Cc2cc(NC(=O)Nc3ccccc3)ccc2O[C@@H]1CN(C)S(=O)(=O)c1ccc(Cl)cc1	.	-2.8	.	.
6	C[C@H]1CN([C@@H](C)CO)C(=O)c2cc(NS(=O)(=O)c3cn(C)cn3)ccc2O[C@@H]1CN(C)C(=O)Nc1ccc2c(c1)OCO2	4	-2.0	-8	0
7	CSCC[C@H](NC(=O)[C@H](Cc1ccccc1)n1c(=O)[nH]c2ccccc2c1=O)C(=O)N1CCC[C@@H]1C(=O)O	-6	1.3	-2	1
8	Cn1cnc(S(=O)(=O)N[C@H]2C=C[C@@H](CC(=O)NCC3CC3)O[C@@H]2CO)c1	-6	0.1	-23	2
9	O=S(=O)(c1ccc(Cl)cc1)n1c(Cc2ccccc2)nc2ccccc21	6	-3.0	-6	-1
10	CCCN(C(=O)COC(=O)CNC(=O)c1ccc2ccccc2c1)c1c(N)n(Cc2ccccc2)c(=O)[nH]c1=O	15	-2.4	-5	-1
11	O=C(C[C@@H]1C=C[C@H](NC(=O)C2CCOCC2)[C@@H](CO)O1)NCc1ccncc1	-3	-1.2	6	-4
12	CN(C)C(=O)C[C@@H]1C[C@@H]2c3cc(NC(=O)Nc4ccccc4F)ccc3O[C@@H]2[C@@H](CO)O1	-16	2.7	-5	-3

cpd	XiGFP reactiv	esBAF inh	RAD52 anneal inh	GSIS activator
1	0.1	.	-5	-43
2	.	3	-4	15
3	0.0	-4	-11	-20
4	-0.4	.	15	-3
5	0.5	-3	-6	5
6	0.0	2	4	7
7	.	-5	-6	.
8	-0.3	-6	2	3
9	0.1	7	-11	2
10	-0.7	-6	-71	-6
11	0.4	-5	-14	16
12	0.1	3	-16	3

Four of the compounds above, with one line to a screen.
7. CSCC[C@H](NC(=O)[C@H](Cc1ccccc1)n1c(=O)[nH]c2ccccc2c1=O)C(=O)N1CCC[C@@H]1C(=O)O
1. CC(C)c1ccc(C(O)P(=O)(OC2CCCCC2)OC2CCCCC2)cc1 (stereo not given)
4. CO[C@H]1CN(C)C(=O)c2ccc(NS(=O)(=O)c3ccc(-c4ccccc4)cc3)cc2OC[C@H](C)NC[C@@H]1C
5. C[C@@H]1CN([C@H](C)CO)C(=O)Cc2cc(NC(=O)Nc3ccccc3)ccc2O[C@@H]1CN(C)S(=O)(=O)c1ccc(Cl)cc1

Assay by compound	7	1	4	5
RAD54 inh	-6	3	.	.
F508del corr	1.3	-1.2	0.2	-2.8
ARNT TACC3 PPI	-2	.	.	.
ERAP1 HTS inh	1	0	-2	.
XiGFP reactiv	.	0.1	-0.4	0.5
esBAF inh	-5	.	.	-3
RAD52 anneal inh	-6	-5	15	-6
GSIS activator	.	-43	-3	5

Additional results follow.
cpd	compound	RAD54 inh	F508del corr	ARNT TACC3 PPI	ERAP1 HTS inh
13	COCC(=O)N1[C@H](C#N)[C@H](c2ccc(-c3cccnc3)cc2)[C@@H]1CO	20	-4.9	5	0
14	Cc1ccc(NC(=O)C(C)N2C(=O)c3ccccc3C2=O)nc1 (stereo not given)	.	.	4	-4
15	COc1ccc(-c2ccc(C3[C@H]4CNC[C@@H]3N4C(=O)NC3CCCC3)cc2)cc1 (stereo not given in full)	.	-0.8	.	.
16	COc1cccc(C#Cc2ccc3c(c2)[C@H]2[C@H](CCN2C(C)=O)[C@H](CO)N3)c1	.	2.0	.	4
17	CCOC(=O)C1=C(COC(=O)CNS(=O)(=O)c2c(F)cc(F)cc2Br)NC(=O)NC1C (stereo not given)	-13	-1.2	1	0
18	Cc1nc2nc(SCC(=O)O)nn2c(C)c1Cc1ccccc1Cl	.	1.3	-4	1
19	O=C(NCc1ccccc1Cl)C1CCN(c2ncnc3c2nc2n3CCCCC2)CC1	-8	-1.3	1	0
20	N#Cc1ccc(-c2ccc([C@@H]3[C@@H](CO)N4CCCCN(C(=O)Nc5ccc(F)cc5)C[C@@H]34)cc2)cc1	7	0.6	.	4
21	Cc1ccc(NC(=O)CCC(=O)NNC(=O)C(c2ccccc2)c2ccccc2)c(C)c1	8	.	-3	.
22	Cc1noc(C)c1S(=O)(=O)Nc1ccccc1N1CCOCC1	.	1.6	-4	0
23	O=C(CNC(=O)c1ccccc1)OC(C(=O)c1ccccc1)c1ccccc1 (stereo not given)	.	1.9	-13	-5
24	Cc1nc2ccc(NC(=O)c3ccc(Cl)s3)cc2s1	1	1.7	1	-4

cpd	XiGFP reactiv	esBAF inh	RAD52 anneal inh	GSIS activator
13	0.3	-4	5	1
14	0.0	.	3	16
15	0.1	.	-9	-13
16	0.1	.	-26	13
17	0.0	0	-10	3
18	0.1	.	-1	4
19	0.0	-3	-19	-2
20	0.3	1	-3	-29
21	.	-1	.	-11
22	0.0	.	-14	12
23	0.0	-3	-6	-10
24	0.1	79*	-1	1

(cont.)
cpd	compound	RAD54 inh	F508del corr	ARNT TACC3 PPI	ERAP1 HTS inh
25	O=C(C[C@H]1C=C[C@@H](NS(=O)(=O)c2ccccc2)[C@@H](CO)O1)N1CCC(Cc2ccccc2)CC1	.	0.1	.	2
26	Cc1cccc(C(=O)N(CCc2ccccc2)Cc2ccccc2)c1[N+](=O)[O-]	5	2.6	1	-1
27	COc1ccc(Cc2nc3ccc(C(=O)NCCc4ccccn4)cc3o2)cc1OC	5	-0.6	10	-1
28	COc1cccc(-c2ccc(C3[C@H]4CNC[C@@H]3N4C(=O)NC3CCCCC3)cc2)c1 (stereo not given in full)	.	0.3&-0.7	.	-1&-1
29	CCCNC(=O)C[C@@H]1CC[C@H]2[C@@H](COC[C@H](O)CN2Cc2ccc(Cl)c(Cl)c2)O1	-4	5.1	5	-1
30	COCC#Cc1ccc2c(c1)O[C@@H](CN(C)S(=O)(=O)c1ccc(C)cc1)[C@@H](C)CN([C@@H](C)CO)S2(=O)=O	-1	0.0	8	-1
31	O=C(CCn1cccn1)N1CCCC(N2CCN(c3cccc(C(F)(F)F)c3)CC2)C1 (stereo not given)	-6	-1.1	4	-2
32	CCCCCC(=O)N(Cc1ccccc1)c1c(N)n(CCOC)c(=O)[nH]c1=O	5	2.5	5	3
33	C(=N\Nc1nncc2ccccc12)/c1ccccn1	-2	-3.2	.	2
34	O=C(C1CCC1)N1C[C@@H]2N[C@H](C1)C2c1ccc(/C=C/c2ccccc2)cc1 (stereo not given in full)	.	-2.3&-2.5	.	1&13
35	COc1cc(OC)c(OC)cc1C=NCC1(c2ccccc2)CCCC1	2	5.6	5	2
36	O=[N+]([O-])c1cc(CSC2=NCCN2)ccc1O	-3	3.9	12	0

cpd	XiGFP reactiv	esBAF inh	RAD52 anneal inh	GSIS activator
25	-0.1	.	4	-8
26	0.1	4	-26	-25
27	0.0	9	-13	15
28	0.0&0.0	.	15&24	6&-11
29	0.0	-3	0	-6
30	-0.3	1	5	0
31	0.1	-8	-8	-10
32	-0.1	.	-14	1
33	0.7	-79	-8	-7
34	0.0&0.1	.	44&-12	-4&-17
35	.	-14	-20	-1
36	0.0	.	-6	26

(continued)
cpd	compound	RAD54 inh	F508del corr	ARNT TACC3 PPI	ERAP1 HTS inh
37	O=C1NC(=S)NC1=Cc1ccc(O)cc1	0	-1.5	10	11
38	COc1ccc(C(=O)NNC(=O)c2ccc(S(=O)(=O)N3CCOCC3)cc2)cc1	.	-0.7	-5	-4
39	COc1ccc(NC(=O)Nc2ccc3c(c2)C(=O)N([C@@H](C)CO)C[C@@H](C)[C@H](CN(C)C(=O)CCCN(C)C)OCCCC[C@@H](C)O3)cc1	9	0.4	0	0
40	O=C(C[C@@H]1CC[C@@H]2[C@H](COC[C@H](O)CN2S(=O)(=O)c2ccccc2F)O1)N1CCC(Cc2ccccc2)CC1	-3	-0.9	19	.
41	C/C=C/c1ccc2c(c1)O[C@H](CN(C)C(=O)CN(C)C)[C@@H](C)CN([C@H](C)CO)S2(=O)=O	9	-3.5	15	-2
42	CCc1csc(N2[C@@H](C#N)[C@H](c3ccc(C#Cc4ccc(F)cc4)cc3)[C@@H]2CO)n1	-4	-2.6	7	0
43	CC(C)CN(C(=O)c1ccc(S(=O)(=O)N2CCCCC2)cc1)C1CCS(=O)(=O)C1 (stereo not given)	1	-0.8	-3	2
44	CC1CN(C(=O)CCC(=O)NCc2ccccc2)c2ccccc2S1 (stereo not given)	0	-1.9	2	7
45	CC(C)=CC(=O)O[C@@H]1Cc2c(ccc3ccc(=O)oc23)OC1(C)C	-5	3.7	-3	2
46	O=C(NCc1ccc(C(F)(F)F)cc1)c1ccc(-c2ccc(F)c(F)c2)c2ccoc12	5	-2.5	.	9
47	C[C@H](CO)N1C[C@H](C)[C@H](CN(C)Cc2cccc(F)c2)Oc2cc(C#CC3CC3)ccc2S1(=O)=O	-4	2.6	-5	0
48	O=C(C[C@H]1CC[C@H]2[C@@H](COC[C@@H](O)CN2C(=O)Nc2ccc(C(F)(F)F)cc2)O1)NCC1CCCCC1	-26	-1.3	2	0

cpd	XiGFP reactiv	esBAF inh	RAD52 anneal inh	GSIS activator
37	0.3	0	-19	8
38	0.0	.	-9	-9
39	0.1	-7	26	40
40	0.0	-5	.	-6
41	-1.0	-4	3	-2
42	0.1	29	-73	-2
43	0.3	.	-9	17
44	0.0	-6	-1	-7
45	-0.3	5	-5	-13
46	0.1	-1	-9	.
47	-0.2	-1	-15	-18
48	0.1	2	7	-35

Three structures from above, ordered by heavy-atom count, low to high:
cpd	compound	RAD54 inh	F508del corr	ARNT TACC3 PPI	ERAP1 HTS inh
45	CC(C)=CC(=O)O[C@@H]1Cc2c(ccc3ccc(=O)oc23)OC1(C)C	-5	3.7	-3	2
38	COc1ccc(C(=O)NNC(=O)c2ccc(S(=O)(=O)N3CCOCC3)cc2)cc1	.	-0.7	-5	-4
46	O=C(NCc1ccc(C(F)(F)F)cc1)c1ccc(-c2ccc(F)c(F)c2)c2ccoc12	5	-2.5	.	9

cpd	XiGFP reactiv	esBAF inh	RAD52 anneal inh	GSIS activator
45	-0.3	5	-5	-13
38	0.0	.	-9	-9
46	0.1	-1	-9	.

(cont.)
cpd	compound	RAD54 inh	F508del corr	ARNT TACC3 PPI	ERAP1 HTS inh
49	C[C@H](CO)N1C[C@H](C)[C@H](CN(C)S(=O)(=O)c2cn(C)cn2)Oc2c(NC(=O)CCCCCC(=O)Nc3ccccc3N)cccc2C1=O	.	-3.7	.	0
50	Cc1nnc(NC(=O)CSc2ncc(-c3ccccc3)[nH]2)s1	7	-1.2	-9	0
51	C=CCN1C=C2C(=O)C(C)(OC(=O)c3ccc(OC)cc3)C(=O)C(c3ccco3)=C2C=C1CCCC (stereo not given)	-4	3.3	2	-1
52	CN(C)CCCN(C(=O)c1cc(-c2cccs2)nc2ccccc12)c1nc2c(F)cccc2s1	-5	-0.1	5	3

cpd	XiGFP reactiv	esBAF inh	RAD52 anneal inh	GSIS activator
49	-0.2	.	-17	0
50	0.0	10	-13	-4
51	0.0	-5	-8	27
52	0.2	2	-42	-18
